Rac1 GTP hydrolysis: MgcRacGAP GTPase-activating activity inhibitors, confirmation, biochemical, ADP Hunter fluorescence. Rac GTPase-activating protein 1 (Homo sapiens). hit rate 0.6% among 340,000. one-dose inhibition, % at 30 µM; IC50 in µM for titrated hits. MgcRacGAP-stimulated Rac1 GTP hydrolysis, ADP Hunter fluorescence; higher % means a stronger effect; GST-tagged Rac1 F28L mutant substrate;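 active = first-screen hits whose inhibition reached a set limit at any dose in the follow-up dose series; inconclusive = inhibition above the set first-screen limit but never retested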;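 note: fluorescence reports GDP produced by GAP-driven GTP hydrolysis; strong numbers were not always called active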
GPR55 beta-arrestin: GPR55 agonists via beta-arrestin recruitment, primary screen, imaging, U2OS cells, beta-arrestin-GFP redistribution (AID 1961). hit rate 0.048% among 290,000. activation, % at 10 µM, or EC50 in µM where a hit was titrated. U2OS GPR55 beta-arrestin-GFP redistribution imaging; higher % means a stronger effect. G-protein coupled receptor 55 (Homo sapiens);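 active = activation above 40% with more than 50 cells counted in the well; inconclusive = wells holding fewer than 50 cells, flagged as toxic or sparse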;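 note: U2OS osteosarcoma cells stably expressing GPR55 and beta-arrestin-GFP; plate controls were DMSO negative control for no effect and LPI positive control for full effect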
KOR beta-arrestin-1: KOR antagonists, beta-arrestin recruitment, cell-based, luminescence, uHTS (AID 1778); Kappa-type opioid receptor (Homo sapiens); KOR beta-arrestin recruitment, luminescence, antagonist mode; higher % means a stronger effect; one-dose inhibition, % at 10 µM; IC50 in µM for titrated hits; hit rate 0.091% among 290,000; note: strong numbers were not always called active
NOD1 NF-kB reporter: NOD1 signaling inhibitors, primary screen, cell-based, luminescence, uHTS (AID 1578) | inhibition, % at 4 µM; hits with a dose series show EC50 in µM | NOD1-driven NF-kB luciferase reporter cells, luminescence; higher % means a stronger effect | hit rate 1% among 290,000; in the data active = inhibition mostly above about 36%, no sharp cut-off; inactive = mostly below about 34%;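 note: HEK-293T reporter cells stimulated with the NOD1 agonist gamma-tri-DAP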
NOD2 inhibition: NOD2 signaling inhibitors, cell-based, luminescence, uHTS, HEK293 (AID 1566); HEK293 NOD2/NF-kB luciferase reporter, luminescence; higher % means a stronger effect; hit rate 0.63% among 290,000; inhibition, % at 4 µM, or EC50 in µM where a hit was titrated; note: many of its hits are not listed in these tables
GPR55 LPI antagonism: GPR55 antagonists blocking LPI-driven arrestin recruitment, primary screen, imaging, U2OS, beta-arrestin-GFP, LPI agonist (AID 2013); U2OS GPR55 beta-arrestin-GFP translocation imaging, LPI antagonism; higher % means a stronger effect; hit rate 0.13% among 290,000; inhibition, % at 10 µM, or IC50 in µM where a hit was titrated; G-protein coupled receptor 55 (Homo sapiens);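 active = spots per cell inhibited over 60%, with over 100 cells counted and total cytoplasm intensity under 500,000; inconclusive = wells with under 100 cells, flagged as likely toxic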;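 note: U2OS cells stably carrying GPR55 and arrestin-GFP stimulated by 5 µM LPI near EC80; imaged beta-arrestin-GFP aggregate spots per cell after agonist stimulation; plate controls were LPI-stimulated DMSO wells for no effect and DMSO wells without LPI for full effect; some results filed as inactive read as strong as hits; confirmed hits need IC50 under 10 µM and bright autofluorescent wells are also inconclusive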
KOR beta-arrestin-2: KOR agonists, beta-arrestin recruitment, primary screen, cell-based, luminescence, uHTS (AID 1777); Kappa-type opioid receptor (Homo sapiens); KOR beta-arrestin recruitment, luminescence; higher % means a stronger effect; activation, % at 10 µM; hits with a dose series show EC50 in µM; hit rate 0.02% among 280,000; in the data active = activation above about 50%, passing the limit was not always enough; note: a part of the inactive calls stands beside numbers as strong as those of hits
SV40 large T antigen: SV40 large T antigen inhibitors, biochemical (AID 1903); hit rate 0.39% among 310,000; SV40 large T antigen ATPase/helicase inhibition assay; higher % means a stronger effect; inhibition, % at 20 µM, or IC50 in µM where a hit was titrated; in the data active = a potency from the dose series; inconclusive = inhibition mostly from about 32% at the one dose, without a potency; inactive = the rest, 99 in 100 with inhibition below about 32%; note: strong numbers were not always called active
HIV fusion peptide: inhibitors of HIV fusion peptide binding, primary screen, biochemical, uHTS, fluorescence dequenching (AID 1986). hit rate 0.3% among 290,000. inhibition, % at 20 µM; hits with a dose series show IC50 in µM. cell-free peptide binding, fluorescence dequenching, 30 min; higher % means a stronger effect; in the data active = inhibition mostly above about 52%, no sharp cut-off; inactive = mostly below about 76%; note: some results filed as inactive read as strong as hits
Numbers without * were called inactive; ? = inconclusive; . = not tested or not shown; [ ] = dose if it differs, or a comment. Cut-off read from the data, not from the text of the source, unless noted: active = inhibition above about 50%; inactive = the rest.

Every second line gives: Rac1 GTP hydrolysis	GPR55 LPI antagonism	KOR beta-arrestin-1	GPR55 beta-arrestin	NOD1 NF-kB reporter	KOR beta-arrestin-2	SV40 large T antigen	NOD2 inhibition	HIV fusion peptide
1: N#CC1=C(N)C(C#N)(C#N)[C@H](c2ccsc2)[C@H]2COCC=C12
  7.6%	-4.9%	2.2%	-0.1%	-4.2%	-3.5%	15.2%	-8.7%	28.5%
2: C#CCNC(=O)C1=C[C@@H](c2ccc(C#C)cc2)[C@H](CCCO)[C@@H](OCC)O1
  10.4%	0.4%	24.3%	-0.2%	-10.7%	8.9%	6.4%	12.2%	0.2%
3: CC(=O)c1sc(NC(C)c2ccccc2)nc1C (stereo not drawn)
  5.1%	15.4%	14.2%	0.2%	7.2%	9.6%	5.7%	-14.2%	-2.5%
4: Cc1ccc(OCC(=O)N2CC3(C)CC2CC(C)(C)C3)cc1 (stereo not drawn)
  -2.4%	16.4%	-4.2%	1.3%	-14.9%	-2.1%	-4.3%	14.0%	2.0%
5: COC(=O)NNC(=O)c1ccc(Cl)cc1Cl
  8.5%	-6.7%	-46.4%	-0.2%	-30.7%	3.4%	5.9%	-3.7%	-1.9%
6: CCOc1ccc2ccccc2c1/C=N\NC(=O)OC
  8.9%	3.8%	-16.8%	0.9%	-10.1%	6.1%	15.5%	9.3%	2.7%
7: C[C@H]1CN=C(Nc2ccccc2)N1CCC1CCCCC1
  -0.3%	9.6%	-44.7%[20 µM]	0.0%	-22.5%	-1.6%	6.2%	-9.8%	-0.1%
8: O=C(C[N+]1(CC#Cc2ccccc2)CCCCC1)c1ccc(Cl)cc1
  -12.8%	13.3%	17.3%	-0.2%	-15.6%	-3.1%	6.1%	-15.4%	1.7%
9: Cc1c(C(=O)Nc2cccc([N+](=O)[O-])c2)csc1-c1ccccc1
  11.5%	27.4%	-16.2%	0.2%	-52.6%	2.4%	-2.3%	-171.1%	-2.0%
10: O=C1c2nccnc2C(=O)N1c1ccc(C(F)(F)F)cc1
  6.0%	13.0%	-4.1%	0.1%	-30.1%	-4.0%	25.8%	4.3%	-1.0%
11: COc1ccc(CN2C(=O)Cc3c2nc(N)c2c(N)nc(N4CCCCC4)c(C#N)c32)cc1
  .	13.8%	8.7%	-0.2%	-21.5%	0.6%	13.2%	-0.2%	23.9%
12: CC(C)Oc1ccc(CNC(=S)Nc2ccccc2)cc1Cl
  4.7%	-6.6%	-18.6%[20 µM]	0.0%	-16.1%	-4.3%	9.4%	-8.8%	-1.2%
13: Cc1c(C(=O)Nc2c(F)cc(F)cc2Br)sc2ncn(CC(=O)N3CCCC3)c(=O)c12
  5.7%	-1.9%	-7.6%	-0.1%	-10.9%	-0.9%	3.7%	13.4%	-0.1%
14: Cc1ccc(S(=O)(=O)N2CCC(C(=O)N/N=C/c3cccnc3)CC2)cc1
  4.3%	-5.2%	-18.0%	-0.1%	-36.3%	-1.7%	0.8%	-5.2%	-0.5%
15: O=C(CCNC(=O)c1ccccc1Cl)Nc1cc(C(F)(F)F)ccc1Cl
  9.8%	-4.5%	27.2%	?	-24.8%	-0.2%	19.5%	16.6%	0.9%
16: CCCCCCOc1ccc(C(=O)n2cnc(N)n2)cc1
  -5.0%	14.0%	-1.6%	0.0%	-38.7%	-2.5%	3.7%	-4.4%	-4.6%
17: O=C(CSc1ccc2ccccc2n1)NCCC1=CCCCC1
  6.6%	12.5%	21.4%	0.4%	-26.6%	0.2%	1.8%	-14.2%	2.4%
18: COc1ccc(NC(=O)CN(C)C(=O)c2ccc3c(c2)S(=O)(=O)N=C2CCCCCN23)cc1
  7.0%	10.1%	1.7%	0.0%	-22.0%	0.3%	5.1%	3.0%	0.1%
19: C=CCn1c(SCC(=O)Nc2ccc3c(c2)OCO3)nc2ccccc2c1=O
  7.2%	-0.1%	-22.9%	-0.1%	-20.2%	1.2%	0.3%	-5.6%	-2.1%
20: COc1ccc(N2C(=O)CN(Cc3cc(OC)c(OC)c(OC)c3)C2=S)cc1
  -0.5%	1.0%	12.6%	-0.7%	1.6%	-3.4%	1.9%	5.4%	-0.1%
21: COC(=O)c1cccnc1-n1c(=O)c2cccnc2n(Cc2ccc([N+](=O)[O-])cc2)c1=O
  7.0%	-3.2%	6.0%	0.1%	-36.8%	-3.4%	7.7%	6.3%	-0.2%
22: Cc1ccc(N(CC(=O)NCC(O)c2ccccc2)S(=O)(=O)c2ccc(C)cc2)cc1 (stereo not drawn)
  -2.4%	-23.4%	-44.9%	-0.1%	9.4%	5.0%	5.3%	-21.0%	0.0%
23: Cc1nc2c(C#N)cnn2c2c1CCN(Cc1ccccc1)N2C
  -7.0%	10.1%	30.5%	-0.2%	-25.5%	-1.6%	5.4%	9.5%	1.7%
24: COc1ccc(NC(=O)CCc2nnc3ccc(NCc4ccc5c(c4)OCO5)nn23)cc1
  11.2%	3.3%	-6.5%	-0.1%	3.3%	7.8%	9.1%	-9.9%	5.7%
25: NC(=S)N/N=C/c1cccc(Br)c1
  7.2%	2.7%	-10.4%[20 µM]	0.6%	-25.5%	-4.3%	5.2%	-0.7%	-1.8%
26: CSc1nc(-c2ccccc2)nn1C(=O)c1ccccc1
  5.0%	-2.7%	-3.7%	0.0%	2.2%	2.4%	7.1%	15.5%	-1.9%
27: Cc1c(NC(=O)c2nn3c(c2Br)NC(c2ccccc2)CC3C(F)(F)F)c(=O)n(-c2ccccc2)n1C (stereo not drawn)
  1.9%	5.8%	10.1%	0.1%	-33.2%	13.5%	6.7%	2.2%	0.4%
28: CCOc1ccc(CN2CCC(=O)NC2=O)cc1
  6.0%	3.7%	4.0%	-0.2%	1.6%	-0.6%	-0.5%	12.6%	-1.7%
29: COc1nccnc1NS(=O)(=O)c1ccc(NC(=S)NC(=O)c2ccccc2F)cc1
  3.3%	11.3%	20.4%	0.1%	-12.7%	0.9%	11.9%	-5.6%	1.3%
30: Cc1nc2nc(SCC(=O)c3ccccc3)[nH]c2cc1Br
  .	3.6%	20.7%	-0.2%	-1.2%	1.0%	1.7%	-4.3%	0.4%

Complete entries, looked up by structure. Screens in order: Rac1 GTP hydrolysis | GPR55 LPI antagonism | KOR beta-arrestin-1 | GPR55 beta-arrestin | NOD1 NF-kB reporter | KOR beta-arrestin-2 | SV40 large T antigen | NOD2 inhibition | HIV fusion peptide
`CCOc1ccc(CN2CCC(=O)NC2=O)cc1` in the list: 6.0% | 3.7% | 4.0% | -0.2% | 1.6% | -0.6% | -0.5% | 12.6% | -1.7%
`Cc1ccc(S(=O)(=O)N2CCC(C(=O)N/N=C/c3cccnc3)CC2)cc1` in the list: 4.3% | -5.2% | -18.0% | -0.1% | -36.3% | -1.7% | 0.8% | -5.2% | -0.5%

Remaining list, next part.
Every second line gives: Rac1 GTP hydrolysis	GPR55 LPI antagonism	KOR beta-arrestin-1	GPR55 beta-arrestin	NOD1 NF-kB reporter	KOR beta-arrestin-2	SV40 large T antigen	NOD2 inhibition	HIV fusion peptide
31: FC(F)(F)c1cnc(Oc2ccc(-c3nnco3)cc2)c(Cl)c1
  9.7%	-10.3%	28.2%	0.0%	33.7%	-0.5%	0.0%	10.6%	-1.7%
32: O=[N+]([O-])c1ccccc1S(=O)(=O)N1CCN(C2CCN(Cc3ccccc3)CC2)CC1
  ?	25.4%	5.4%	-0.2%	-36.9%	1.1%	-13.5%	-46.0%	-0.7%
33: COC(=O)c1cc2c(cc1NC(=O)CSCCc1ccccn1)OCO2
  11.9%	7.0%	7.3%	0.0%	-23.3%	-0.4%	22.1%	8.6%	2.8%
34: COc1ccc(COC(=O)C2=C(C)NC(=O)NC2c2ccc(OC)cc2)cc1 (stereo not drawn)
  -14.3%	-2.7%	-33.5%[20 µM]	0.2%	41.6%	3.4%	-3.2%	17.9%	1.3%
35: COc1cccc(C(=O)COc2ccc3c(C)c(Cc4ccccc4)c(=O)oc3c2)c1
  1.1%	1.0%	28.6%	-0.3%	22.9%	-0.3%	5.8%	33.6%	-2.0%
36: CCN1CCN(Cc2ccccc2NC(=O)Nc2ccc(C)cc2)CC1
  0.0%	-0.8%	25.2%	-0.1%	-22.9%	0.9%	2.2%	-38.1%	0.4%
37: CN(Cc1ccccc1)C(=S)Nc1cccnc1
  -1.3%	-1.6%	5.4%	-0.3%	-8.8%	-4.3%	2.5%	7.4%	-1.3%
38: Cc1cc(C)nc(N/N=C2/CCSc3ccc(F)cc32)n1
  7.7%	-10.5%	-10.5%	0.3%	-25.0%	0.3%	2.4%	2.7%	-0.4%
39: CCN1CCN(C(=O)C2=C(C(=O)O)CCCC2)CC1
  8.3%	-17.8%	-7.6%	0.7%	16.2%	-11.2%	-5.2%	18.8%	-1.4%
40: COc1cc(NC(=O)C2CCN(S(=O)(=O)c3cccc4nonc34)CC2)cc(OC)c1
  4.5%	3.9%	-3.2%	-0.1%	0.5%	3.6%	11.6%	-6.4%	-1.4%
41: COc1ccc(CN(C(=O)c2cc3ccccc3oc2=O)C2CCS(=O)(=O)C2)cc1OC (stereo not drawn)
  1.1%	-2.0%	-5.1%	-0.1%	-57.0%	2.0%	1.7%	-43.9%	0.3%
42: N/C(CC(=O)NCCOc1ccccc1)=N\O
  3.4%	-5.5%	-39.5%	0.7%	17.9%	2.6%	3.3%	-9.4%	-1.6%
43: O=C(c1ccccc1)c1ccc(OCC(=O)N2CCOCC2)cc1
  3.7%	14.6%	1.4%	1.3%	-4.0%	-1.7%	11.8%	8.1%	-1.9%
44: CCN(CC(=O)Nc1c(F)cccc1F)C(=O)/C=C/c1cn(Cc2ccccc2)nc1-c1cccnc1
  5.8%	-3.5%	14.0%	-0.1%	-8.3%	4.5%	3.9%	13.4%	7.8%
45: CCCCN(CC)CCNC(=O)c1cc2c(=O)[nH]c3ccc(C)cc3c2s1
  14.3%	6.8%	-12.0%	0.0%	-3.1%	-8.5%	13.3%	19.5%	-1.6%
46: Cc1ccc(C(=O)N/C(=C\c2ccc(-c3cccc([N+](=O)[O-])c3)o2)C(=O)NCCCN2CCOCC2)cc1
  10.8%	-0.4%	-21.0%	-0.3%	0.8%	6.7%	5.0%	29.7%	-2.8%
47: c1cc2nc(C34CC5CC(CC(C5)C3)C4)[nH]c2cn1
  27.4%	0.1%	21.2%	0.0%	-13.6%	4.7%	5.9%	19.1%	-2.3%
48: COc1ccc(OC(C)C(=O)NC2CCCCCCC2)cc1 (stereo not drawn)
  4.6%	6.0%	-3.8%	-0.1%	-23.1%	0.5%	8.5%	-2.1%	3.0%

A portion of the library; rates above refer to the full screens.
